High-throughput results from PubChem BioAssay.
thrombin 1536: thrombin (human) inhibition | P00734 | alpha-thrombin, Boc-VPR-AMC fluorogenic substrate cleavage | inhibition, % at 5 µM | 220,000 compounds, 0.26% hits | AID 1046;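 active = inhibition at or above 40%; inactive = inhibition below 40%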;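 note: 0% = enzyme with no compound and 100% = wells without enzyme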
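System: Human alpha-thrombin protein | Medium: pH 7.5 Tris (50 mM) with NaCl 150 mM, Tween 20 0.05% | Times: Enzyme reaction carried out at room temperature | Detection: AMC fluorescence, 355/460 nm | Evaluation: Percent inhibition scaled between no-compound controls and no-enzyme blanks | Benchmarks: Enzyme without compound as high, wells lacking enzyme as low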
KLK5 inh: kallikrein 5 (human) inhibition. Q9Y337. recombinant hK5, fluorogenic AMC substrate cleavage. inhibition, % at 5 µM. 210,000 compounds, 0.59% hits. AID 873;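 active = inhibition of 40% or more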;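 note: 0% = enzyme controls without compound and 100% = no-enzyme blanks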
Rad51 HR inh: blocks human Rad51 in homologous recombination. inhibition, % at 10 µM. hRad51 DNA strand exchange, fluorescence dequenching. 200,000 compounds, 0.085% hits. Q06609. AID 1385;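 active = inhibition above 40% at the single screening dose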;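 note: 0% = DMSO control wells and 100% = blanks with heterologous ssDNA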
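Assay system: Human Rad51 nucleoprotein filaments preassembled on unlabelled ssDNA | Reagent: Donor/quencher-labelled 47-bp dsDNA substrate | Doses: One concentration, 10 µM final | Times: 37 °C 15-min filament assembly, 30-min compound preincubation, 15-min exchange | Technique: Fluorescein emission 520 nm, excitation 485 nm | Benchmarks: Plate control and blank wells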
14-3-3 Bad PPI: disrupts binding of bovine 14-3-3 zeta to phospho-Bad peptide | inhibition, % at 21.7 µM | AID 781 | 220,000 compounds, 0.71% hits | TR-FRET 14-3-3zeta/Dy647-pBad peptide displacement, 1 h;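 active = inhibition above about 70%, limit read from the data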;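 note: 0% = full 14-3-3 plus peptide FRET controls and 100% = background without 14-3-3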
Furin inh: inhibitors of human furin; P09958; purified furin, fluorogenic substrate cleavage; inhibition, % at 30 µM; 220,000 compounds, 0.061% hits; in the data active = inhibition above about 25%; note: inactives centre near -15
Target sequence (P09958 108-714 limits assumed): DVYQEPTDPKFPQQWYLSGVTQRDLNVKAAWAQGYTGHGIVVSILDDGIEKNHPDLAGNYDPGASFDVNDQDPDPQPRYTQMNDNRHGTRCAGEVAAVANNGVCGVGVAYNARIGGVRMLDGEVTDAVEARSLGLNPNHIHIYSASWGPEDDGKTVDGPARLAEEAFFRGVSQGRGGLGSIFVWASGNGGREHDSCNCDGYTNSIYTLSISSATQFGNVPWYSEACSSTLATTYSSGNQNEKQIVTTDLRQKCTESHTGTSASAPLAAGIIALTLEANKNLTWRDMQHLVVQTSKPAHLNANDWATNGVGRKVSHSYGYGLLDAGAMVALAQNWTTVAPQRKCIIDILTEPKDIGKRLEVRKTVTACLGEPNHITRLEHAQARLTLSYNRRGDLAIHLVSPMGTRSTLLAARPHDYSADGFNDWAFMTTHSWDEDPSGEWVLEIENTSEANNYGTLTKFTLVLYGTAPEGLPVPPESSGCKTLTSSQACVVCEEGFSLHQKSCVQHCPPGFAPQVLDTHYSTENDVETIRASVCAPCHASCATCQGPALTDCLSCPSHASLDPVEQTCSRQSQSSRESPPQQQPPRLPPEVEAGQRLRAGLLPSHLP
KCC2 mod: modulators of human KCC2 chloride dependent transport | Q9H2X9 | KCC2 cells, thallium flux FluoZin-2 fluorescence | B-score of Tl+ flux slope (higher = more flux/activation; lower = inhibition) at 10 µM | 190,000 compounds, 2.2% hits | AID 1456;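 active = thallium flux slope and its plate-corrected score both differing from the plate sample mean at a set confidence after two filtering rounds, in either direction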;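 note: slope of fluorescence scaled to starting intensity during 10 to 20 s after thallium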
eIF4E-4G inh: eIF4E/eIF4G interaction inhibition in translation initiation; P63073+Q04637; TR-FRET eIF4E-eIF4GI(517-606) binding, 2 h; inhibition, % at 21.7 µM; 220,000 compounds, 0.37% hits;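 note: 0% = full FRET control wells and 100% = background wells lacking eIF4GI fragment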
p47phox inh: inhibitors of human p47phox binding; P14598; p47phox/p22phox peptide binding, fluorescence polarization, 2 h; inhibition, % at 24.7 µM; 220,000 compounds, 0.53% hits; AID 1274;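 note: 0% = p47phox with labelled peptide and 100% = labelled peptide alone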
Target sequence (P14598 whole entry, looked up): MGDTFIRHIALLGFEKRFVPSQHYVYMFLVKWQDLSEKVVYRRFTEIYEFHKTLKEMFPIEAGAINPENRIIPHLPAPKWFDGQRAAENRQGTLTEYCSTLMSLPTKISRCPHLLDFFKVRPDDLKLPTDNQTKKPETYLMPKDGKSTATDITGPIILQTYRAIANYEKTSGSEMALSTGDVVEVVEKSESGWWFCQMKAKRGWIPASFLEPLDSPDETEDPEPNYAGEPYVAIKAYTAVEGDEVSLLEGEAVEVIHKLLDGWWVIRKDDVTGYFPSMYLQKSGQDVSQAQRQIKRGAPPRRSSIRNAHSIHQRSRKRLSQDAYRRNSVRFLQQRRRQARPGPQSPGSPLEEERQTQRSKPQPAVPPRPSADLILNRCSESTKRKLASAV
EBV gp42 inh: blocks Epstein-Barr virus glycoprotein 42 binding; inhibition, % (tested at 21.74 µM); 220,000 compounds, 0.42% hits; AID 1085; Fluorescence polarization binding assay, mP read-out; Q1HVG2; in the data active = inhibition above about 50%
Starred values were filed as active, the others as inactive; / = not tested or not shown; [ ] = remark or other dose.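 Rule for the calls, unless noted: active = inhibition above about 30% (limit read from the data); inactive = the rest.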

SMILES	thrombin 1536	KLK5 inh	Rad51 HR inh	14-3-3 Bad PPI	Furin inh	KCC2 mod	eIF4E-4G inh	p47phox inh	EBV gp42 inh
CCn1c(=O)n(CC)c2cc(N)ccc21	-4	-1	-5	-10	-31	0.026	0	4	2
Cc1nc(SCc2ccc(Cl)c(Cl)c2)ncc1C(=O)O	-8	-5	7	1	-16	/	4	-6	9
O=C(NCCc1ccccn1)c1ccc(COc2ccccc2)o1	-3	7	6	6	-5[20 µM]	-0.58	2	-2	12
COc1ccc(C=O)c(OC)c1	0	-2	-10	1	-11	/	3	3	1
COC(=O)C1C(c2ccccc2)C(C(=O)O)C1c1ccccc1 (stereo unspecified)	-8	10	-16	-2	-25	0.025	1	-8	-16
CN=C(c1ccc([N+](=O)[O-])cc1)N1CCCCC1	-2	-5	2	-1	-20	-0.11	0	-5	2
COc1ccccc1-n1c(=S)[nH]c2c(sc(=S)n2-c2ccccc2C)c1=O	4	-9	8	-3	-9	-0.14	0	-5	-1
CCOC(=O)c1[nH]c2cc(OC)c(OC)cc2c1NC(=O)CN(C)C1CCCCC1	-3	-39	-1	/	-8	-0.81	/	/	/
CC(C)CC(c1nnnn1CC1CCCO1)N1CCN(c2nc3ccccc3s2)CC1 (stereo unspecified)	-2	1	7	-9[fluorescence artefact?]	-16	-1.6	-3	6	-2
CCO/C=C1/C(=O)N(c2ccc(OC)cc2)C(=O)c2ccccc21	-4	4	-13	3	-22	-0.31	0	5	-10
C/C(Cn1cnc([N+](=O)[O-])n1)=N\NC(=O)c1cccc(F)c1	5	-6	-2	-3	-26[20 µM]	/	-1	3	-5
COc1cccc([C@H](O)Cn2cc(-c3ccc(CON=C(C)C)cc3)nn2)c1	0	-4	/	4	-18	-0.035	-6	4	-6
Cc1ccc(C(=O)Nc2ccc3c(c2)CCC3)cc1S(=O)(=O)N1CCOCC1	-7	-3	-7	-11	-14	-2.3	0	4	8
Cc1cccc(C(=O)NCCN2CCN(c3ccccc3)CC2)c1	1	-15	-5	33	-12	-0.99	3[fluorescence artefact?]	-11	-17
COC(C(=O)Nc1c(F)cccc1F)c1ccccc1 (stereo unspecified)	-3	-2	-11	-1	-27	0.23	4	-3	-3

The final 4 records of the part above come first, to join the parts:
SMILES	thrombin 1536	KLK5 inh	Rad51 HR inh	14-3-3 Bad PPI	Furin inh	KCC2 mod	eIF4E-4G inh	p47phox inh	EBV gp42 inh
COc1cccc([C@H](O)Cn2cc(-c3ccc(CON=C(C)C)cc3)nn2)c1	0	-4	/	4	-18	-0.035	-6	4	-6
Cc1ccc(C(=O)Nc2ccc3c(c2)CCC3)cc1S(=O)(=O)N1CCOCC1	-7	-3	-7	-11	-14	-2.3	0	4	8
Cc1cccc(C(=O)NCCN2CCN(c3ccccc3)CC2)c1	1	-15	-5	33	-12	-0.99	3[fluorescence artefact?]	-11	-17
COC(C(=O)Nc1c(F)cccc1F)c1ccccc1 (stereo unspecified)	-3	-2	-11	-1	-27	0.23	4	-3	-3
O=C(Oc1ccccc1)n1c(=S)oc2ccccc21	4	1	/	39[fluorescence artefact?]	-8	0.94	25	0	8
O=C(CSc1nc2ccccc2o1)NCc1ccco1	-4	4	-6	-4	-28	-0.67	0	-10	-15
CCCCC1CCC(C(=O)NCc2ccc3c(c2)OCO3)CC1 (stereo unspecified)	2	-9	8	-12	-23[20 µM]	0.68	7	-12	-18
Cc1c(/C=N/NC(=O)C(NC(=O)c2ccc3c(c2)OCO3)C(C)C)c2ccccc2n1C (stereo unspecified)	-10	-13	/	-4	-4	-0.83	4	-10	-10
CC(C)(SC(=S)N1CCCCCC1)C(=O)O	-5	2	1	-11	-23	0.43	0	4	-4
O=C1OC(c2ccc(Cl)cc2)=N/C1=C\c1cccnc1	-6	-23	7	14	2	/	-8	-5	-16
CCOc1cc(NC(=S)NCCCN2CCOCC2)c(OCC)cc1NC(=O)c1ccc(C)cc1	14	41*	-28	0	2	0.65	-3	-8	-4
N#Cc1cnn(-c2ccccc2)c1NC(=O)CN1CCOCC1	-1	5	4	4	-4	0.56	-8	-9	-8
COc1ccccc1NC(=O)CSc1nnc(C)n1CC1CCCO1 (stereo unspecified)	-5	-5	-2	-2[fluorescence artefact?]	-11[20 µM]	1.7	5	0	-4
Cc1ccc(OCCOC(=O)c2nc3nccc(C)n3n2)cc1	-2	-6	6	-3	-21	0.44	1	-2	-12
COc1cccc(CNC(=O)Nc2cccs2)c1	-8	8	-7	-6	-7[20 µM]	1.5	1	-10	-15
CC(C)CN1C(=O)c2ccc(C(=O)NCc3ccc4c(c3)OCO4)cc2C1=O	0	-3	0	1	-11[20 µM]	/	4	-12	2
O=C(O)CCc1nc2cccnc2n1Cc1ccccc1	3	1	-7	-1	-19	/	1	-18	-7
CCCNC(=O)CSC1=N/C(=C/c2ccc(F)cc2)C(=O)N1CC	-5	-7	8	11	-10	-0.68	26[fluorescence artefact?]	-2	-6
CN(C)CCNC(=O)C(c1ccccc1)c1ccccc1	-2	-1	-1	5	-19	0.59	-5	-15	-9
CC1CCN(C(=O)CSc2nnc(Cc3ccccc3)o2)CC1	-7	-4	-4	6	-31	-0.15	-7	-2	-17
CCOC(=O)Cn1nnc(-c2ccc([N+](=O)[O-])cc2)n1	-2	7	-2	7	-15	0.029	4	1	-11
N#Cc1c(-c2ccc(F)cc2)cc(-c2ccccc2)nc1SCC(=O)NCC(=O)O	-8	5	-14	11	5	0.66	4	1	-3
COc1cccc2cc(C(=O)N(Cc3cccs3)CC3CCCO3)c(=O)oc12 (stereo unspecified)	-4	-26	1	-10	-30	4e-05	3	2	-3
CCc1cccc(NC(=O)C2CCN(S(=O)(=O)c3c(C)noc3C)CC2)c1	-1	6	-10	-11	-30	0.082	-1	-15	-6
O=C(O)CSCC(=O)N1CCN(S(=O)(=O)c2cc(Cl)cc(Cl)c2)CC1	-2	1	/	-1	-27	0.45	-4	-8	-10
CCOC(=O)c1cc(-c2ccccc2)n(CC(=O)Nc2ccc(OCC)cc2)c1C	-1	4	1	-22	-27	0.59	2[fluorescence artefact?]	-11	-2
Cc1cccc(C(=O)Nc2cccc(Br)c2)c1[N+](=O)[O-]	-5	/	/	10	-24	0.64	7	-5	-4
Cc1ccc(Cl)cc1N(Cc1ccc(C(=O)NCc2cccnc2)cc1)S(=O)(=O)c1ccccc1	1	-6	/	0	-10[20 µM]	/	-1	-11	-18
Cc1ccc(Cn2nnc3c(=O)n(Cc4cc(C)ccc4C)cnc32)cc1	2	-2	5	15	-23[20 µM]	-0.093	-5	-9	-25
Cc1nnc(NC(=O)c2ccc(S(=O)(=O)C(F)F)cc2)s1	-3	6	15	2	-28	0.9	1	-11	-12
O=C(Nc1nnc(SCc2ccccc2)s1)c1cccc([N+](=O)[O-])c1	-2	3	3	-2	-11	-2.4	1	-9	10
CCOc1ccccc1CNCCOC	25	25	0	2	-7	0.92	-3	8	10
CC1=C(C(=O)NC2CCCCC2C)C2(CCC(C)CC2)OC1=O (stereo unspecified)	-9	-12	3	-3	-21	-0.34	0	-6	-20
O=C(CSc1nc2ccccc2s1)N/N=C/c1ccc(C(=O)O)cc1	/	-2	-7	4	5	0.61	-1	-7	-5
Fc1cccc(Cl)c1/C=N/Nc1c(Cl)cncc1Cl	-3	-5	9	-1	-23	1.1	5	-50	-6
CN(Cc1cn[nH]c1-c1ccc(-c2ccccc2)cc1)CC1CCOCC1	-4	0	/	-10	-16	0.78	0	-5	-6
COc1ccc2cc1Oc1ccc(cc1)C[C@H]1c3cc(c(OC)cc3CCN1C)Oc1c(OC)c(OC)cc3c1[C@H](C2)N(C)CC3	1	1	-1	-5	-31	0.56	-4	2	-20
OC1CN=C2C=CC=CN2C1 (stereo unspecified)	-1	-17	-1	-3[fluorescence artefact?]	-24	0.48	-12	-19	-17
CCOc1ccc(NC(=O)C2CCN(C(=O)NC3CCCCC3)CC2)cc1	2	-2	-1	5	-6[20 µM]	-0.37	-3[fluorescence artefact?]	-7	-3
CC1CCCN(c2ccc(C(=O)NCc3ccc4c(c3)OCO4)cc2[N+](=O)[O-])C1 (stereo unspecified)	-1	-1	26	2	-1	0.35	3[fluorescence artefact?]	-12	-24
O=C(CSc1ccc(-c2ccco2)nn1)N1CCCCC1	-10	-7	9	-10	-30	-0.27	-1	7	-5
CCn1c(=O)c(C(=O)CN2CCN(Cc3ccc4c(c3)OCO4)CC2)c(N)n(Cc2ccccc2)c1=O	-12	4	0	-16	-35	-0.0024	1	-11	-9
CN(CCO)c1c2c(nc3cc(-c4cccc(F)c4)nn13)CCCC2	-13	-2	-5	7	-31[20 µM]	-0.19	1	-10	-13
CC(C)(C)c1ccc(NC(=O)NC2CCCc3ccccc32)cc1 (stereo unspecified)	2	-4	-9	1	-14	0.76	-2	5	-5
CCc1cccc(CC)c1NC(=O)c1cccc(N)c1	46*	-20	3	-20	-17[20 µM]	/	2	4	0
COc1cc(C(=O)O/N=C2\C=CC(=O)C=C2C)cc(OC)c1OC	0	5	-5	0	-10	0.76	4	-7	-18
COCCCNc1nc(-c2ccncc2)nc2ccccc12	-1	7	1	10	-17	-1.8	-1	-9	-7
CC1SCC(=O)N(CC(=O)Nc2ccc3c(c2)OCCO3)C1=O (stereo unspecified)	-9	-5	-10	-5	-15	0.98	-1	-4	-13
N#Cc1ccc(-c2cccs2)nc1SCc1cccnc1	-2	-2	6	-5	-13	-0.0017	-6	-14	1
O=C(CCn1c2c(c3ccccc31)CCCC2)NNC(=O)c1ccccc1[N+](=O)[O-]	-3	7	2	-10[fluorescence artefact?]	-14	0.91	6[fluorescence artefact?]	-10	4
Cc1ccc(NC(=O)CSc2ncn[nH]2)cc1	-2	-3	1	1	-5	0.42	1	-15	-16
NC(=O)c1oc2ccccc2c1NC(=O)C1CCCCC1	-4	-3	-1	4[fluorescence artefact?]	-25	0.77	-2	-7	8
COC(=O)CNC(=O)c1c(-c2c(Cl)cccc2Cl)noc1C	-4	1	/	-9	-28[20 µM]	-0.056	2[fluorescence artefact?]	1	-5
COc1oc(-c2ccccc2C)nc1C(F)(F)F	-19	-1	-2	2[fluorescence artefact?]	-17[20 µM]	-0.78	5[fluorescence artefact?]	-1	-30
CCN1C(=O)C(CC(=O)Nc2cc(C)ccc2C)SC1=Nc1ccc(S(N)(=O)=O)cc1 (stereo unspecified)	0	-19	-5	-6	-11[20 µM]	1.1	-8[fluorescence artefact?]	2	-5
O=C(C1COc2ccccc2O1)N1CCN(c2ccccc2)CC1 (stereo unspecified)	2	-20	-2	1	-9	-0.29	1	-9	7
COc1ccc(C(=O)Nc2cccc(-c3nc4ncccc4o3)c2C)cc1OC	-11	-3	-3	-4	-16[20 µM]	/	1[fluorescence artefact?]	-2	1
Cc1noc(C)c1COc1ncnc2ccccc12	11	0	-26	-9	-28	-0.011	0	0	-25
COC(=O)CCSCc1cn2cc(Cl)ccc2n1	-2	-3	2	-1[fluorescence artefact?]	6[20 µM]	0.8	3	-2	-7
Clc1cccc(/C=N\Nc2nccs2)c1	5	-8	2	-12	-2[20 µM]	-0.046	-1	-20	-17
CNc1nc2ccccc2n1/N=C/c1cccc(OC)c1OC	-1	5	-6	4	-4[20 µM]	0.1	4	-8	-10
